PI4K2A inh: qHTS for small molecular inhibitors of PI4K2A; Phosphatidylinositol 4-kinase type 2-alpha (Homo sapiens), Q9BTU6; purified PI4K2A, ADP-Glo luminescence, 1 h; stronger effect = lower value; activity change, negative = inhibition, % at 76.9 µM; 0.13% of 420,000 active; AID 1346378, 2018; in the data active = activity change below about -50%; inconclusive = mostly about -30% to -49%;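 note: -100% = wells without enzyme as full effect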
Target sequence (Q9BTU6 whole entry, looked up): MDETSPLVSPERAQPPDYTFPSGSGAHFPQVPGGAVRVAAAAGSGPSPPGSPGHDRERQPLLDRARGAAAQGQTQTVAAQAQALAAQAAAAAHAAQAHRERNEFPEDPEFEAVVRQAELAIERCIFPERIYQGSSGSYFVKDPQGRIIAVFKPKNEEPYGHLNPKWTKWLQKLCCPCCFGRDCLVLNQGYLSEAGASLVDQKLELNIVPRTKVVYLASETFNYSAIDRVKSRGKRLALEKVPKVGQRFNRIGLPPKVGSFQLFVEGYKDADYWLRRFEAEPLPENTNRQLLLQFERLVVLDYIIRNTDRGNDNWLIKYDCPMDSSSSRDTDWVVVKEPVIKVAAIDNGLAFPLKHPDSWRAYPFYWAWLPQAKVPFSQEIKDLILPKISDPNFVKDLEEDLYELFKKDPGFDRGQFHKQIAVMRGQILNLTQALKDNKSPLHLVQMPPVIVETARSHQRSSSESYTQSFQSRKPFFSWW
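Compounds are screened against recombinant PI4K2A using PI as substrate and ATP, the latter dispensed at 300 microM. Reactions run one hour at ambient temperature before ADP-Glo detection; full inhibition defined by wells lacking enzyme.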
Vif-APOBEC3G blk: qHTS for Inhibitors of Vif-A3G Interactions: qHTS. DNA dC->dU-editing enzyme APOBEC-3G (Homo sapiens), Q9HC16. HeLa A3G-eYFP + Vif (tagged APOBEC3G with the HIV-1 protein that degrades it), YFP fluorescence, overnight. Potency, µM (top dose mostly 46.1 µM), inactives show at the top dose activity, negative = active, hits mostly inhibitors. 0.076% of 410,000 active;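 note: potency is the fitted concentration of half-maximal effect; % is set by controls: 0 for no effect and ±100 for the full control effect; nearly all actives have a fitted effect of over 60% in size; hits raise eYFP signal because A3G escapes Vif-driven loss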
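HeLa cells stably expressing Vif and C-terminally eYFP-tagged A3G, seeded overnight at 37 deg C, then exposed to compound by pintool overnight at 37 deg C. Rise in yellow fluorescence (Ex 488/Em 500-530, Acumen) marks blocked Vif-driven A3G degradation.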
TrxR1 substrate: qHTS Assay for Substrates of Mammalian Selenoprotein Thioredoxin Reductase 1 (TrxR1): qHTS; Thioredoxin reductase 1, cytoplasmic (Rattus norvegicus), O89049; purified TrxR1 substrate turnover, NADPH consumption readout; Potency, µM (doses to about 114 µM), without a hit: at the highest dose activity change, negative = substrate turnover; 0.01% of 390,000 active; AID 588456, 2011; note: potency is the fitted concentration of half-maximal effect; % is set by controls: 0 for no effect and ±100 for the full control effect; nearly all actives have a fitted effect of over 50% in size
Target sequence (O89049 whole entry, looked up): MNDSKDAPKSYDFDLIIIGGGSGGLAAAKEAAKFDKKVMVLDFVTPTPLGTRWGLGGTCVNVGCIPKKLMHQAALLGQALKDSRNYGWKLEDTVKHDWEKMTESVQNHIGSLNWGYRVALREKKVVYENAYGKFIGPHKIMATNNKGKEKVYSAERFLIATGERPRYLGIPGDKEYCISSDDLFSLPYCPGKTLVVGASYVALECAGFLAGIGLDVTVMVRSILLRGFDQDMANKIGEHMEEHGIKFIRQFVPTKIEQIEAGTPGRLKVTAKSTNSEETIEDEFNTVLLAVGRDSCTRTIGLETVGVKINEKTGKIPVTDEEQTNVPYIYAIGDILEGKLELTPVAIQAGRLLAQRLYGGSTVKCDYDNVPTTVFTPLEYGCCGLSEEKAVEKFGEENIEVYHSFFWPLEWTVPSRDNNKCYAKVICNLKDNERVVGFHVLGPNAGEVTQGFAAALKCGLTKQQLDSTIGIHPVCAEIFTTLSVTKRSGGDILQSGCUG
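Rat TrxR1, dispensed at 90 nM, was prereduced with 400 uM NADPH (final) for 5 min at ~22 deg C, then incubated with compound 15 min before 400 uM selenite. A first-read NADPH fluorescence drop versus no-compound background flagged substrates.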
USP1 inh: Inhibitors of USP1/UAF1: Primary Screen; Ubiquitin carboxyl-terminal hydrolase 1 (Homo sapiens), O94782; recombinant USP1/UAF1, Ub-Rhodamine cleavage fluorescence; Potency, µM (highest dose often 57.1 µM), for the others: at the top dose activity change, negative = inhibition, most hits filed as inhibitors; 0.23% of 390,000 active; AID 743255, 2014; note: potency is the fitted concentration of half-maximal effect; % is set by controls: 0 for no effect and ±100 for the full control effect; nearly all actives have a fitted effect of over 60% in size; inactives centre near -12
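USP1/UAF1 complex (1 nM) preincubated 15 min at room temperature with compound, then Ub-Rho substrate (150 nM final) added. Kinetic fluorescence at 480/540 nm over 6 reads at 60 s intervals; 50 mM HEPES pH 7.8, 0.5 mM EDTA, 0.1 mg/ml BSA, 1 mM TCEP, 0.01% Tween-20.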
RXFP1 agonist: qHTS Assay for Agonists of the Relaxin Receptor RXFP1 | Relaxin receptor 1 (Homo sapiens), Q9HBX9 | AID 2676, 2010 | Potency, µM (series often up to 57.5 µM), for inactives: top-dose activation, hits mostly activators | 0.3% of 370,000 active | HEK293T-RXFP1 cAMP TR-FRET, 30 min; response scale: percent of porcine relaxin response, buffer zero; note: potency is the fitted concentration of half-maximal effect; % is set by controls: 0 for no effect and ±100 for the full control effect; nearly all actives have a fitted effect of over 60% in size; many of its hits are not listed in these tables
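HEK293 cells stably expressing RXFP1, treated 30 min at 37C with compounds plus PDE4 inhibitor Ro 20174; cAMP measured by HTRF TR-FRET. Normalized to buffer and 29 nM porcine relaxin; EC50 by Hill fit.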
GRP78 ERSR act: qHTS for Inducers of the Endoplasmic Reticulum Stress Response (ERSR) in Human Glioma: qHTS. U87-MG GRP78 promoter luciferase reporter, 16 h. AID 602332, 2012. Potency, µM, without a hit: at the top dose activation, most hits filed as activators. 0.02% of 420,000 active; note: potency is the fitted concentration of half-maximal effect; series mostly up to about 76 µM; % of control where 0% means no effect; nearly all actives have a fitted effect of over 35% in size
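Stably transfected U87-MG glioma cells carrying a GRP78-based luciferase sensor; 16 h compound incubation. Luminescence end-point read 10 min after Bright-Glo addition at room temperature.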
mIDH1 inhibitor: qHTS for Inhibitors of mutant isocitrate dehydrogenase 1 (IDH1): qHTS. Potency, µM (doses to about 76.6 µM), without a hit: at the highest dose activity change, negative = inhibition, actives largely listed as inhibitors. IDH1-R132H enzyme, NADPH consumption, diaphorase/resazurin fluorescence. AID 602179, 2012. 0.093% of 390,000 active. Isocitrate dehydrogenase [NADP] cytoplasmic (Homo sapiens), O75874; note: potency is the fitted concentration of half-maximal effect; % is set by controls: 0 for no effect and ±100 for the full control effect; nearly all actives have a fitted effect of over 65% in size
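IDH1-R132H (0.5 ug/mL dispensed) in pH 7.5 Tris buffer was preincubated 30 min with compound, then given a substrate mix of 0.016 mM NADPH and 2 mM alpha-KG for 80 min at room temperature; remaining NADPH was read by diaphorase/resazurin fluorescence.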
Vif-A3F inh: qHTS for Inhibitors of Vif-A3F Interactions: qHTS; HeLa A3F-eYFP + Vif (tagged APOBEC3F with the HIV-1 protein that degrades it), YFP fluorescence increase; Potency, µM (titrated, usually from 46.1 µM), inactives show top-dose activity, negative = active; 0.2% of 390,000 active; note: potency is the fitted concentration of half-maximal effect; % of control where 0% means no effect; nearly all actives have a fitted effect of over 65% in size
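HeLa cells stably expressing Vif plus C-terminally eYFP-tagged A3F were seeded, incubated overnight at 37 deg C, dosed with compound, incubated overnight again at 37 deg C. Yellow fluorescence (Ex 488/Em 500-530) reported blocked Vif-mediated A3F-eYFP degradation.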
LDHA block: qHTS assay for inhibitors of human lactate dehydrogenase | 0.15% of 480,000 active | L-lactate dehydrogenase A chain (Homo sapiens), P00338 | purified LDHA, NADH/diaphorase-resazurin fluorescence; stronger effect = lower value | activity change, % (values are at about 110 or 230 µM) | AID 1347041, 2019; in the data active = activity change below about -30%; inconclusive = mostly about -25% to -30%;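 note: plate controls were DMSO wells for no effect and wells without enzyme for full effect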
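LDH5 2 nM; NADH 0.06 mM, pyruvate 0.2 mM; 200 mM Tris pH 7.4, EDTA, Tween-20; 5 min RT. Detection: diaphorase 0.133 mg/mL + resazurin 37 µM, fluorescence ex540/em590 at 0 and 20 min; normalized to enzyme-free and DMSO wells.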
* = called active by the depositor; ? = inconclusive; / = no result given; [ ] = dose if it differs, or a comment. Unless noted, calls come from the whole dose curve; as a rule, active = well fitted curve in the direction sought with a large enough effect; inconclusive = small, poorly fitted or top-dose-only effect, or another doubt; inactive = no such curve, though single readings can be large; an effect the other way counts as inactive or inconclusive.

SMILES | PI4K2A inh | Vif-APOBEC3G blk | TrxR1 substrate | USP1 inh | RXFP1 agonist | GRP78 ERSR act | mIDH1 inhibitor | Vif-A3F inh | LDHA block
CCn1c(CC(=O)Nc2ccccc2F)nnc1SCC(=O)N1CCOCC1 | -5 | 1% | -10% | -18% | -0.9% | -5% | 2% | -22% | 12
COc1ccc(NC(=O)Cn2c(=O)n(Cc3nc(-c4ccccc4)no3)c(=O)c3cc4c(cc32)OCO4)c(OC)c1 | -3 | 3% | 8% | 6% | 18% | -2% | 2% | 1% | 3
COc1ccc(C(=O)N2CCN(c3ccccc3OC)CC2)cc1 | 1 | 2% | -3% | -4% | 1.5% | -1% | -2% | 0% | -4
Cc1nc2ccc(C(=O)O)cc2c2c1CC(CN)O2 (stereo not drawn) | 1 | 3% | 5% | -14% | 2.3% | -1% | -10% | 1% | -7
CC1=C(C(=O)N2CCCCCC2)CC(CC(=O)NC2CCCC2)C(=O)N1Cc1ccccc1 (stereo not drawn) | 1 | -2% | / | / | / | -4% | / | / | -5
Cc1ccccc1NC(=O)CN1C(=O)CSc2ccc(S(=O)(=O)N3CCCC3)cc21 | 4 | 1% | -2% | -14% | -1.2% | -6% | 16% | -4% | -6
C#CCNC(=O)C1=C[C@@H](C)[C@H](CCCO)[C@@H](OCC)O1 | 3 | 1% | -2%[57.1 µM] | 9% | / | -5% | 4% | 2% | -3
O=C(CCc1nc2ccccc2c(=O)[nH]1)Nc1nnc(SCc2ccccc2)s1 | 2 | -2% | 3% | -20% | 1.9% | -2% | -2% | -19% | -3
CCSc1nc(=S)n(-c2ccccc2)c(C)c1C(C)=O | 5 | -5% | -5% | -2% | 0.4% | 1% | 0% | -4% | -4
COc1cccc(C(=O)NCC(=O)N2CCN(c3ccc(C(F)(F)F)cn3)CC2)c1 | 5 | 4% | -5%[57.1 µM] | -13% | -1.5% | -4% | -5% | -9% | -3
Cc1cc(C)c(S(=O)(=O)N2CCCOC2CNC(=O)C(=O)NCCCn2ccnc2)c(C)c1 (stereo not drawn) | 5 | 0% | 4% | -17% | -0.2% | -2% | -2% | 0% | -7
CCn1c(-c2cc(OC)ccc2OC)csc1=Nc1c(C)n(C)n(-c2ccccc2)c1=O | 11 | -2% | -3% | -14% | -0.7% | -3% | 1% | -4% | -3

Grouped by structure: those above containing fluorine.
SMILES | PI4K2A inh | Vif-APOBEC3G blk | TrxR1 substrate | USP1 inh | RXFP1 agonist | GRP78 ERSR act | mIDH1 inhibitor | Vif-A3F inh | LDHA block
CCn1c(CC(=O)Nc2ccccc2F)nnc1SCC(=O)N1CCOCC1 | -5 | 1% | -10% | -18% | -0.9% | -5% | 2% | -22% | 12
COc1cccc(C(=O)NCC(=O)N2CCN(c3ccc(C(F)(F)F)cn3)CC2)c1 | 5 | 4% | -5%[57.1 µM] | -13% | -1.5% | -4% | -5% | -9% | -3

(continued)
SMILES | PI4K2A inh | Vif-APOBEC3G blk | TrxR1 substrate | USP1 inh | RXFP1 agonist | GRP78 ERSR act | mIDH1 inhibitor | Vif-A3F inh | LDHA block
C[C@H](NC(=O)c1ccco1)C(=O)NC1CCCCCC1 | 2 | 1% | 2% | -21% | -0.2% | 1% | -13% | 1% | 1
O=C(c1ccccc1)c1nn(-c2ccccc2)c2nnc(Cc3ccccc3)c(=O)n12 | 3 | -24% | -9% | -9% | -3.8% | -2% | -3% | -7% | -7
CCCCNC(=O)c1ccc(-c2nc(CS(=O)(=O)c3ccc(C)cc3)c(C)o2)cc1 | -1 | 0% | 12% | -31% | 5.2% | -2% | 4% | -6% | 2
COc1ccc(CN2CCN(c3ncccn3)CC2)c(C)c1C | -3 | 2% | -2% | 2% | -0.5% | 2% | 8% | 1% | -18
Cc1ccccc1NC(=O)c1cnn(-c2ccccc2)c1C | -5 | 0% | 7% | -19% | 0.3% | 1% | 7% | -5% | -9
COc1cccc(C(C(=O)NC(C)(C)C)N(CCc2ccccc2)C(=O)CCC(=O)Nc2cc(C)on2)c1OC (stereo not drawn) | 2 | 1% | -9% | -6% | 1.1% | 6% | -13% | 4% | 5
Cc1ccc(CNS(=O)(=O)NCc2ccccc2)cc1 | 7 | -4% | -1% | -13% | -0.2% | -7% | 0% | 1% | -2
Cc1ccc(-c2n[nH]c3c2C(c2cccs2)N(c2ccc(Cl)cc2)C3=O)cc1 (stereo not drawn) | -7 | ? | -4% | -22% | -0.2% | ? | 0% | -7% | 0
CC1CCN(C(=O)c2ccc(S(=O)(=O)N(C)C)cc2)C(C)C1 (stereo not drawn) | 6 | -3% | 1%[57.1 µM] | -11% | 3.8% | -3% | 1% | 0% | -4
COc1ccc2[nH]c3c(c2c1)CCC/C3=N\N | -1 | 0% | 2% | -18% | -0.2% | -10% | -9% | -7% | 18
Cn1nnc2cc(NC(=O)N3CCN(c4ccccn4)CC3)ccc21 | 2 | -1% | 13% | 1% | 0.3% | -2% | -4% | 0% | -2
O=C1C2(c3ccccc3)CN(CCO)CC1(c1ccccc1)CN(CCO)C2 | 7 | 0% | -6% | -19% | -0.1% | -4% | 10% | 4% | -3
CCN(CC)S(=O)(=O)c1cc(C(=O)Oc2cccc(-c3cnc4ccccc4n3)c2)ccc1Br | 4 | -5% | -6% | -21% | 1.6% | 2% | 4% | -1% | -1
CCc1nc(N)nc(N)c1-c1ccc(Cl)c([N+](=O)[O-])c1 | -2 | 3% | -4% | -1% | / | -3% | 8% | 4% | -3
CC(C)c1ccc(C2N3CC4(C)CN2CC(c2ccccc2)(C3)C4=O)cc1 (stereo not drawn) | 0 | -1% | -12% | 1% | -4.3% | -1% | 0% | 0% | -7
Cc1cc(NC(=O)CCC(=O)N(Cc2ccco2)C(C(=O)NC2CCCC2)c2ccccc2)no1 (stereo not drawn) | 0 | 2% | 6% | -13% | -0.2% | -2% | 5% | 2% | -2
CCN(CC(=O)Nc1ccc2c(c1)OCCO2)CC(=O)Nc1ccc(C)c(S(=O)(=O)N(C)C)c1 | 2 | -6% | -7% | -16% | / | -2% | -2% | -12% | -5
CCS(=O)(=O)c1ccc2oc(=O)c(/C=C(\O)c3ccc(Cl)cc3)nc2c1 | -1 | -2% | -3%[57.1 µM] | 0% | -0.4% | -5% | -1% | 10% | 8
COc1ccc(CNC(=O)COc2cc(O)c3c(c2)OC(C)(C)CC3=O)cc1 | -2 | 0% | -10% | 8% | 4.3% | 0% | -10% | 5% | 1
COC(=O)c1c(-c2cccs2)csc1NC(=O)COc1c(C)ccc(C)c1C | 0 | 1% | -7% | -12% | 0.1% | -1% | 1% | -2% | -2
CCCOc1ccc(N2C(=O)CC(S/C(N)=N/N=C(\C)c3cccs3)C2=O)cc1 (stereo not drawn) | -4 | 1% | -2% | -6% | 0.8% | 3% | 0% | -4% | -9
CC(C)c1cccc(OCCn2c(-c3ccc(Cl)cc3)nc3ccccc3c2=O)c1 | -1 | 3% | -6% | -11% | -1.3% | 0% | -8% | -4% | -11
CC1CCCCN1C(=O)c1cccc(NC2=C(Cl)C(=O)N(Cc3ccccc3)C2=O)c1 (stereo not drawn) | -7 | -17% | -6% | -19% | -0.3% | -9% | -4% | 0% | -6
CCc1noc(C)c1C(=O)OCC(=O)Nc1cccc(C)c1 | -4 | -2% | -16% | -10% | 0.2% | -3% | 5% | 0% | -4
COc1ccc(S(=O)(=O)N2CCCC2CNC(=O)C(=O)Nc2ccc(F)cc2)cc1 (stereo not drawn) | 0 | -1% | -6%[57.1 µM] | -8% | -1.8% | -1% | 0% | 3% | -3
Cc1cc2c(=O)n(C)c(SCC(=O)Nc3ccccc3C)nc2s1 | -4 | 0% | -7%[57.1 µM] | -2% | -0.9% | -5% | -3% | ? | -1
Nc1nc(CCl)nc(N(c2ccccc2)c2ccccc2)n1 | -3 | -8% | 11%[11.4 µM] | -18% | -1.3% | 1% | -3% | 3% | -13
COc1ccccc1NC(=O)CCn1cccc1 | 6 | -1% | -8% | -4% | 0.8% | -4% | 2% | -1% | -3
CC(/C=C/C1(O)C(C)CC(=O)CC1(C)C)OC1OC(CO)C(O)C(O)C1O (stereo not drawn) | -2 | 5% | 6% | -13% | -0.3% | -1% | -4% | 0% | 6
COc1cccc(C(=O)NCc2ccco2)c1 | -4 | 3% | 10%[2.29 µM] | -17% | 2.3% | 3% | 15% | -11% | 2
C=CCOC(=O)C1=C[C@H](c2csc3ccccc23)C[C@H](OCCCCO)O1 | -3 | -13% | 6% | -19% | / | -6% | -10% | 2% | 4

Compound activity (PubChem BioAssay)

Only part of the results is shown; the hit share may differ from the screen's.
